# Growth percent in the NCI-60 one-dose screen (48 h, 10 µM unless noted): 100 = growth as untreated, 0 = no growth, -100 = all killed.
# KM12 = KM12 colon cancer cells; 82,000 tested, 5% active
# NCI/ADR-RES = NCI/ADR-RES ovarian cells. 81,000 tested, 4.4% active. AID 1794790
# NCI-H322M = NCI-H322M lung cancer; 80,000 tested, 2.7% active
# NCI-H522 = NCI-H522 lung cancer | 78,000 tested, 8% active | AID 1794739
# COLO 205 = COLO 205 colon cancer; 79,000 tested, 7.3% active; AID 1794742
# NCI-H23 = NCI-H23 lung cancer; 80,000 tested, 4% active; AID 1794731
# IGROV1 = IGROV1 ovarian cancer; 79,000 tested, 4.7% active; AID 1794786
# NCI-H226 = NCI-H226 lung cancer | 79,000 tested, 3.5% active
# NCI-H460 = NCI-H460 lung cancer; 82,000 tested, 6.8% active; AID 1794736
# Numbers without * were called inactive; nt = not tested or not shown; & = joins results of further samples. Rule for the calls: active = growth percent below 10; inactive = the rest.
SMILES,KM12,NCI/ADR-RES,NCI-H322M,NCI-H522,COLO 205,NCI-H23,IGROV1,NCI-H226,NCI-H460
CCCCCCCCCCCCCCCCCCNC(=S)NCCCCCCCCCCCCCCCCCC,103.0,99.7,94.9,89.4,118.8,104.3,85.5,116.6,102.7
O=C(OCc1ccc2c(Br)cc(Br)c(O)c2n1)c1c[nH]c2ccccc12,59.7,18.9,74.0,71.4,103.7,64.7,66.4,88.7,22.9
CC(=O)OC1CC(C(C)C)CCC1C (stereo not drawn),95.0,107.2,104.1,91.9,107.7,105.9,107.3,95.6,104.3
CCCCCN(CCCCC)CC(O)c1ccc2c3c(cccc13)CC2 (stereo not drawn),95.0,90.3,80.5,71.2,84.0,71.1,72.8,76.2,69.4
CN1C[C@]2(NC(=S)N(Cc3ccccc3)C2=O)[C@]2(C1)C(=O)NC1C=CC(Cl)=C[C@H]12 (stereo partly drawn),98.6,99.9,93.4,65.9,nt,101.8,94.5,85.5,103.2
CS(=O)(=O)c1ccccc1C=O,106.8,nt,123.0,nt,112.5,nt,122.1,108.2,102.3
Cn1c(=O)[nH]c(=O)c2nc(/C=C(\O)c3ccc(F)cc3)c(=O)[nH]c21,110.9,107.2,98.0,98.4,109.8,102.2,97.8,96.7,104.3
O=c1c2cc(F)ccc2sc2c(N3CCNCC3)nc3ccccc3c12,-82.4*,18.7,60.3,39.3,-49.6*,68.8,48.0,88.0,-76.4*
Nc1nc(C(=O)OCCBr)cs1,109.5,100.5,102.9,78.2,100.7,99.5,112.8,91.8,102.1
Clc1ccc(C2=Nn3c(N/N=C/c4ccccc4)nnc3SC2)cc1,109.4,103.2,102.7,84.8,106.2,107.9,85.4,91.4,102.9
COc1ccc(CNc2c3ccccc3nc3ccccc23)c(OC)c1,54.3,35.6,40.0,40.6,24.6,34.9,22.4,46.3,16.6
N#Cc1c(-c2ccccc2)cc(-c2ccccc2)nc1OCc1ccccc1,97.0,99.8,95.3,75.9,101.4,92.6,95.9,90.7,97.9
NC(=O)C1CCCN(Cc2c[nH]c3ccccc23)C1 (stereo not drawn),101.9,94.8,98.5,84.6,103.6,95.8,102.2,84.5,106.1
COc1ccc(Nc2nc(NS(=O)(=O)c3ccc(C)cc3)nc(-c3ccc(Cl)cc3)c2C#N)cc1,96.5,117.8,95.9,114.1,110.9,125.0,112.4,116.6,92.7
NS(=O)(=O)c1ccc(C(=O)NN2C(=O)C3C(C2=O)C2(Cl)C(Cl)=C(Cl)C3(Cl)C2(Cl)Cl)cc1 (stereo not drawn),108.3,99.0,94.5,97.8,112.4,96.9,102.8,95.6,108.9

# Not a retest: an excerpt of the list.
SMILES,KM12,NCI/ADR-RES,NCI-H322M,NCI-H522,COLO 205,NCI-H23,IGROV1,NCI-H226,NCI-H460
CCCCCCCCCCCCCCCCCCNC(=S)NCCCCCCCCCCCCCCCCCC,103.0,99.7,94.9,89.4,118.8,104.3,85.5,116.6,102.7
O=C(OCc1ccc2c(Br)cc(Br)c(O)c2n1)c1c[nH]c2ccccc12,59.7,18.9,74.0,71.4,103.7,64.7,66.4,88.7,22.9
CC(=O)OC1CC(C(C)C)CCC1C (stereo not drawn),95.0,107.2,104.1,91.9,107.7,105.9,107.3,95.6,104.3
CCCCCN(CCCCC)CC(O)c1ccc2c3c(cccc13)CC2 (stereo not drawn),95.0,90.3,80.5,71.2,84.0,71.1,72.8,76.2,69.4
CN1C[C@]2(NC(=S)N(Cc3ccccc3)C2=O)[C@]2(C1)C(=O)NC1C=CC(Cl)=C[C@H]12 (stereo partly drawn),98.6,99.9,93.4,65.9,nt,101.8,94.5,85.5,103.2
CS(=O)(=O)c1ccccc1C=O,106.8,nt,123.0,nt,112.5,nt,122.1,108.2,102.3
Cn1c(=O)[nH]c(=O)c2nc(/C=C(\O)c3ccc(F)cc3)c(=O)[nH]c21,110.9,107.2,98.0,98.4,109.8,102.2,97.8,96.7,104.3
O=c1c2cc(F)ccc2sc2c(N3CCNCC3)nc3ccccc3c12,-82.4*,18.7,60.3,39.3,-49.6*,68.8,48.0,88.0,-76.4*
Nc1nc(C(=O)OCCBr)cs1,109.5,100.5,102.9,78.2,100.7,99.5,112.8,91.8,102.1
Clc1ccc(C2=Nn3c(N/N=C/c4ccccc4)nnc3SC2)cc1,109.4,103.2,102.7,84.8,106.2,107.9,85.4,91.4,102.9

# Next records
SMILES,KM12,NCI/ADR-RES,NCI-H322M,NCI-H522,COLO 205,NCI-H23,IGROV1,NCI-H226,NCI-H460
CNc1nc(Cl)ncc1C,113.2,107.0,108.7,102.7,110.8,99.8,125.4,99.9,111.8
COc1ccc(-c2c3c(C)nn(-c4ccccc4)c3nc3nc[nH]c(=O)c23)cc1,97.1,96.3,96.1,nt,122.6,108.1,103.7,103.9,97.9
CCn1c(O)c(N=NC(=O)c2ccc(S(N)(=O)=O)cc2)c2ccccc21,106.0,106.2,106.6,99.4,115.8,102.1,106.0,101.6,107.3
CCn1cc(C(=O)O)c(=O)c2cc(F)c(N3CCN(S(=O)(=O)c4ccc(Cl)cc4Cl)CC3)cc21,9.4*,9.3*,-5.6*,-75.8*,-59.8*,-3.6*,7.5*,13.1,10.9
C=CC(=O)N[C@H](Cc1ccc(-c2cc(Cl)cc(Cl)c2)cc1)[C@H](O)[C@@H](O)C(=O)O,99.3,100.9,100.3,59.1,91.9,93.6,96.7,71.3,94.9
c1ccc(N=C(C(=Nc2ccccc2)c2ccccc2)c2ccccc2)cc1,62.7,95.9,98.9,70.0,93.4,91.3,80.5,81.7,88.1
CCOC(=O)c1c(-c2ccccc2)n2c(=O)cc(C)c3c(O)c(O)cc1c32,64.3,15.3,50.3,66.2,86.9,66.2,61.2,84.6,20.3
CC(=O)n1nc(C(=O)OCc2ccccc2C)c2ccccc21,89.5,91.7,96.6,91.5,110.4,80.1,85.4,86.7,109.7
CC1CC2(c3ccccc3)N(CCc3cncn32)C1=O (stereo not drawn),104.7,103.4,100.4,99.4,97.9,99.0,99.9,92.3,107.7
NS(=O)(=O)c1ccc(CCN2C(=O)/C(=C/c3ccc(F)cc3)C=C2c2ccccc2)cc1,102.5,107.2,99.5,83.8,122.6,101.2,101.6,99.3,103.7
NN=C1c2ccccc2-c2ccccc21,93.0&102.4,109.8&109.3,105.1&101.8,97.8&103.1,95.8&116.9,92.6&100.1,103.4&109.3,91.8&85.3,99.1&109.0
N#CC1c2ccccc2C=CN1C(=O)c1ccc(Cl)cc1 (stereo not drawn),103.4,98.6,81.9,90.3,110.4,99.8,89.3,94.2,114.0
NNc1cccc(/C=C/c2ccccc2)cc1=O,59.0,59.6,71.1,57.7,70.6,73.1,33.6,83.0,27.5
CCn1cc(C(=O)O)c(=O)c2cc3c(cc21)OCO3,120.1&108.2,108.7&106.5,106.5&100.5,93.3&98.9,120.6&109.0,107.8&110.9,89.9&100.9,102.7&107.6,108.1&113.4
CC(=O)N1CCN(Cc2ccc3c(NNC(=O)c4cnccn4)nc4cc(F)ccc4n23)CC1,32.6,7.7*,32.7,57.2,9.9*,34.3,28.2,8.7*,9.6*
CCCCN(CCCC)CC(CC)N(CCCC)CCCC (stereo not drawn),107.5,103.8,110.4,99.5,107.3,101.6,110.8,95.6,106.9
[O-]/[N+](=C/c1ccc(OCc2cn(Cc3ccccc3)nn2)cc1)c1ccccc1,88.4,88.6,86.2,86.3,112.3,91.2,99.1,103.0,108.7
N#Cc1ccccc1/C=N/NC1=NCCN1S(=O)(=O)c1ccc(Cl)cc1,96.1,89.5,98.6,82.0,107.6,94.3,87.3,83.2,91.9
O=C1c2ccccc2C(=O)N1CCc1ccccc1,93.5,92.5,97.6,89.2,91.4,97.1,73.3,75.3,107.4
N#CC(=C1C=CC(=NO)C=C1)c1ccccc1,-57.0*,-37.2*,66.3,39.0,30.4,35.3,24.5,44.5,1.5*
CN1CCN(C(=O)Nc2ccc(Cl)cc2)CC1,107.3,110.4,131.5,104.8,116.4,115.9,98.7,101.7,113.4
Cc1cc2c(cc1C)-n1c(C)cc(=O)n1C(c1ccccc1Br)N2 (stereo not drawn),117.5,113.2,nt,95.5,112.8,106.0,102.5,101.7,105.3
COc1ccccc1NC(=O)C1CCC(=O)N1c1ccc(F)cc1 (stereo not drawn),109.3,100.6,103.1,90.2,102.4,98.7,99.7,105.8,106.5
COC(=O)c1cccc([N+](=O)[O-])c1Cn1cc(COc2ccc3c(c2)NC(=O)CC3)nn1,105.8,111.2,100.3,80.6,113.2,nt,108.9,105.7,107.9
O=C(/C=C/c1ccc([N+](=O)[O-])o1)NNC(=O)c1cc2ccccc2cc1O,11.6,5.3*,23.3,-79.5*,-7.4*,6.8*,-1.5*,0.7*,9.0*
O=[N+]([O-])c1ccc(C=Nc2ccccc2)cc1,108.9,111.3,103.1,94.9,113.0,105.1,96.6,114.1,114.8
Cc1ncc(C(=O)Nc2ccc(CN3CCN(C)CC3)c(C(F)(F)F)c2)cc1C#Cc1c(N)ncc2ccc(C#N)cc12,9.4*,61.7,34.4,46.9,7.8*,35.8,10.4,19.9,43.4
CC(C)c1ccc(Cn2cc(CSc3nc4ccccc4o3)nn2)cc1,94.8,100.7,87.5,86.4,121.1,96.7,91.0,103.4,113.6
O=[N+]([O-])c1cc(-c2nnc(Cn3c(COc4cccc5ccccc45)nc4ccccc43)o2)cc([N+](=O)[O-])c1,90.8,87.3,80.7,96.4,101.2,89.3,86.0,94.5,100.3
Cc1cc2ncn(C(=O)/C=C/c3ccccc3)c2cc1C,74.1,88.9,94.8,55.5,79.7,96.5,76.8,97.1,92.2
Cc1cc(C)c2c(-c3nnc(N)s3)cc(=O)oc2c1,98.8,102.2,99.0,100.7,115.7,96.3,101.1,100.3,103.2
N#Cc1c(Nc2ccc(Cl)cc2)nc2n(c1=O)-c1ccccc1Sc1ccccc1-2,82.2,64.9,89.4,56.9,58.9,75.2,66.3,78.2,85.8
CCc1c2c(nc3ccc(OCc4ccc(B(O)O)cc4)cc13)-c1cc3c(c(=O)n1C2)COC(=O)[C@]3(O)CC,1.9*,-0.1*,15.7,-9.3*,13.6,-35.8*,17.6,-21.4*,2.1*
CCOC(CNCc1ccccn1)OCC,93.7,95.2,99.9,84.5,102.8,91.7,100.7,104.9,102.1
O=[N+]([O-])c1ccc(CO)c(I)c1,109.4,112.3,104.2,94.8,107.5,112.8,117.9,96.7,102.8
CC(=C(c1ccc(OCCN2CCCC2)cc1)c1ccc(OCCN2CCCC2)cc1)c1ccc(Cl)cc1,-22.9*,-12.0*,15.6,-48.5*,-74.4*,60.7,-50.7*,80.0,-52.2*
C#C[C@]1(O)CCC2C3CCc4cc(OC)ccc4C3CC[C@@]21C (stereo partly drawn),89.9,94.7,90.6,72.5,108.7,91.7,103.6,113.9,108.2
O=C(Nc1ncccc1OCc1cccc(F)c1)Nc1cccc2ccccc12,82.1,84.4,79.8,66.0,nt,83.1,94.7,94.8,94.0
COc1ccc(CCNC(C)=O)cc1OC,97.9&95.7,104.5&98.4,90.6&95.5,98.4&78.9,104.8&100.1,101.5&98.4,92.3&89.2,92.7&108.0,106.6&107.6
CCOC(=O)c1c2c(n3ccc(NC(=O)CCN4CCOCC4)cc13)C(=O)c1ncccc1C2=O,46.2,40.5,14.3,-20.5*,37.9,16.7,31.3,78.5,11.1
COc1ccc(/C=C2\C(=O)Nc3ccccc32)cc1OCc1ccccn1,89.1,77.2,89.1,86.5,116.5,86.9,96.6,80.7,96.6
Nc1[nH]c(=O)[nH]c(=O)c1N=Cc1ccccc1,103.1,104.8,122.8,108.8,111.7,105.1,140.2,99.5,122.3
Cc1ccc(Cl)cc1N=C=S,133.2,95.0,110.6,98.4,113.5,92.0,100.3,98.3,100.4
O=C(O)/C=C/C(=O)Nc1ccc(Cl)c(Cl)c1,111.5,105.3,88.8,90.0,119.5,101.2,52.3,79.4,115.4
COc1ccc(-n2c(CO)ccc2CNc2ccccc2OC)cc1,69.1,69.7,88.1,58.6,101.2,74.6,66.5,79.3,63.4
O=C(Nc1ccc2ccccc2c1)c1cccc2ccccc12,70.6,91.4,90.7,nt,93.8,92.7,90.0,106.3,76.0
O=c1/c(=C\C=C\c2ccccc2)sc2n1CCN=2,97.4,108.3,81.5,83.3,107.4,105.6,105.5,90.1,103.1
C#C[C@@]1(O)[C@@H](CO)O[C@@H](n2cc(Br)c3c(Cl)ccnc32)[C@@H]1O,65.0,0.8*,11.7,32.0,17.2,31.9,61.0,47.2,45.0
CN(C(=O)N(C)c1ccccc1)c1ccccc1,111.7,101.2,106.1,83.4,112.2,91.5,116.4,99.6,105.2
O=C1/C(=C/c2ccc(Cl)cc2)SC(=S)N1N1CCOCC1,114.3,101.0,100.1,90.4,93.0,95.4,101.4,103.9,114.6
CS(=O)(=O)c1ccc(NN2C(=O)CSC2c2ccc(F)cc2)cc1 (stereo not drawn),97.4,nt,105.0,91.4,116.6,nt,107.1,106.0,101.9
O=c1c2sc3ncc(Cl)cc3c2nnn1-c1ccccc1,105.7,nt,114.0,92.3,117.1,100.3,100.4,105.2,89.7
O=C(OCc1ccc2c(Cl)cc(Cl)c(O)c2n1)c1cc2cc(F)ccc2[nH]1,42.4,17.1,55.6,79.1,85.7,47.9,33.3,59.0,17.2
Cc1c(C)c(Cl)c(C)c(C)c1Cl,98.9,105.0,102.7,89.0,116.0,98.5,103.7,108.8,nt
Cc1cccc(CC2S/C(=N/c3ccccn3)NC2=O)c1 (stereo not drawn),93.3,102.7,101.2,75.1,112.0,97.9,100.1,94.4,98.3
CC(=O)c1nc2ccccc2n1CCn1cc(CC(N)C(=O)O)c2ccccc21 (stereo not drawn),104.3,97.5,93.6,96.9,103.2,90.3,99.1,102.4,115.2
OC1CCC(c2ccccc2)CC1 (stereo not drawn),106.0,111.0,99.9,89.7,119.1,104.9,115.3,96.0,102.7

# From PubChem BioAssay

# Outcome played no part in choosing rows; overall some 12% were active at least once.
